Rab9 prom act = activates the Rab9 promoter; AID 485297; Huh7 Rab9 promoter-luciferase reporter, luminescence, 24 h; Potency, µM (series often up to 9.22 µM), without a hit: at the highest dose activation, negative = inhibition, usual class: activators; 320,000 tested, 2.8% active; note: potency is the fitted concentration of half-maximal effect; % of control where 0% means no effect; nearly all actives have a fitted effect of over 60% in size
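Quantitative HTS format; Huh7 Rab9-luciferase reporter cells (1500/well) receive compound 2 h post-plating, incubate 24 h at 37 °C, then get luciferase reagent for 10 min before luminescence reading.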
Tb PFK inh = inhibitors of T. brucei phosphofructokinase | T. brucei PFK, ADP-Glo luminescence | AID 485367 | 330,000 tested, 0.17% active | O15648 | Potency, µM (top dose mostly 57.5 µM), for the others: at the top dose activity, negative = inhibition, actives largely listed as inhibitors;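 note: potency is the fitted concentration of half-maximal effect; 0% = uninhibited 1x PFK enzyme wells and -100% = no-enzyme wells; nearly all actives have a fitted effect of over 60% in size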
Target sequence (O15648 whole entry, looked up): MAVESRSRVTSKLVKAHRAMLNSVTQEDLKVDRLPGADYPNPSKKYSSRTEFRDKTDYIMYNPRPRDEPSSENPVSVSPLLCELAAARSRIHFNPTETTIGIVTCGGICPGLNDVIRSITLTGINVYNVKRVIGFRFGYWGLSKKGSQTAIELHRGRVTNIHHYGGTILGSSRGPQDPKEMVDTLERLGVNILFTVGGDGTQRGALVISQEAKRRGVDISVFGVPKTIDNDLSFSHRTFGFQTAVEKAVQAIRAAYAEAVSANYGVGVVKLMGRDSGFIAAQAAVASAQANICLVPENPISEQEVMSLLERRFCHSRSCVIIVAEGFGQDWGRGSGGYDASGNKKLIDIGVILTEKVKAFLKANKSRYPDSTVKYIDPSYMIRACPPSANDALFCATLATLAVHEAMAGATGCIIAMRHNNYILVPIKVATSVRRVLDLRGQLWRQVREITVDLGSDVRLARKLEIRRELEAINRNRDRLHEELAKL
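Compounds were pin-transferred as a titration series up to 57 uM into substrate buffer (0.5 mM F6P, 0.1 mM ATP, pH 8.0), then 1.25 nM PFK was added and reactions ran 45 min before ADP-Glo detection.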
Gal4-VP16 FLuc = inhibits Gal4-VP16 luciferase reporter, ROR gamma counter-screen; Drosophila S2 Gal4-VP16 UAS-luciferase, luminescence, 20 h; 310,000 tested, 3.5% active; AID 2546; Potency, µM (highest dose often 53.6 µM), for inactives: at the top dose activity, negative = inhibition, usual class: inhibitors;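 note: Gal4-VP16 expression switched on by copper sulfate through the metallothionein promoter; potency is the fitted concentration of half-maximal effect; % is set by controls: 0 for no effect and ±100 for the full control effect; nearly all actives have a fitted effect of over 50% in size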
FLuc modulator = firefly luciferase modulation, counter-screen for miR-21 project; P08659; purified FLuc, Km substrates, luminescence inhibition; Potency, µM (doses to about 57.5 µM), for the others: at the top dose activity change, negative = inhibition, hits mostly inhibitors; 360,000 tested, 6.9% active; AID 588342;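 note: potency is the fitted concentration of half-maximal effect; plate controls were vehicle for no effect and reference inhibitor for full effect; nearly all actives have a fitted effect of over 55% in size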
Target sequence (P08659 whole entry, looked up): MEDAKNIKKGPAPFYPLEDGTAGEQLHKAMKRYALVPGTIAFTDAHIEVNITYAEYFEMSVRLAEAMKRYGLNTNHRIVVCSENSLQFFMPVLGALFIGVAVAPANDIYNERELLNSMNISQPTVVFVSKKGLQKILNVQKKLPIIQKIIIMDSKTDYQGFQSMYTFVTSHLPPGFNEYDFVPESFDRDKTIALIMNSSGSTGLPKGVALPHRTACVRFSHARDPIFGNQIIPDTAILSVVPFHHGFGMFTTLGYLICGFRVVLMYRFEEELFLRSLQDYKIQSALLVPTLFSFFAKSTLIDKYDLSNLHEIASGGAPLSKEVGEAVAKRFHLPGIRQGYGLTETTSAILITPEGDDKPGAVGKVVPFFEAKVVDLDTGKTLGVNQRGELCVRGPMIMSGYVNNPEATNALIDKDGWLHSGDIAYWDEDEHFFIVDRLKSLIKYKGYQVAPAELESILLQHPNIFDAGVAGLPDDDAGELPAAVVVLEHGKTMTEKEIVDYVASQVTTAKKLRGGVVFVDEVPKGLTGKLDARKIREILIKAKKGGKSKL
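Purified P. pyralis luciferase (10nM final) with 10uM D-luciferin and 10uM ATP (Km levels) in 50mM Tris acetate pH 7.5, 10mM Mg acetate, 0.01% Tween-20, 0.05% BSA; qHTS 6-point titration, ~60 µM downward; luminescence read.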
p53 reactivation = restores transcriptional activity of mutant p53; H1299 p53-A138V BP100-luciferase reporter, luminescence, 24 h; Potency, µM (titrated, usually from 92.2 µM), for the others: at the highest dose activity change, positive = activation, actives largely listed as activators; 320,000 tested, 0.063% active; AID 504706; note: potency is the fitted concentration of half-maximal effect; % of control where 0% means no effect; nearly all actives have a fitted effect of over 45% in size
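p53-null H1299 cells stably carrying temperature-sensitive p53-A138V and a BP100-luciferase reporter were pinned with compounds (4-point, 1:5 series) and held 24 hrs at 37 deg C. Luminescence was read 10 min after detection reagent.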
ELG1 repair inh = inhibitors of ELG1-dependent DNA repair in HEK293T cells | 330,000 tested, 2.3% active | HEK293T ELG1-luciferase reporter, luminescence, 16 h; DNA damage induced by 5-fluorouridine | Potency, µM (top dose mostly 46.1 µM), for inactives: at the highest dose activity change, negative = inhibition, most hits filed as inhibitors; note: potency is the fitted concentration of half-maximal effect; % is set by controls: 0 for no effect and ±100 for the full control effect; nearly all actives have a fitted effect of over 55% in size
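In this reporter screen, reduction of luminescence relative to DMSO vehicle indicated activity. Compounds and 5-fluorouridine were added together to 2,000 cells per well, incubated for 16 hr at 37 °C, then developed with ONE-Glo.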
ELG1 genotox = inducers of genotoxicity in HEK293T ELG1-luciferase cells. HEK293T ELG1-luciferase reporter, luminescence, 16 h. Potency, µM (top dose mostly 46 µM), without a hit: at the top dose activity change, positive = activation, hits mostly activators. 330,000 tested, 1.3% active. AID 504466; note: potency is the fitted concentration of half-maximal effect; % of control where 0% means no effect; nearly all actives have a fitted effect of over 60% in size
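Quantitative HTS format in 1536-well plates. HEK293T ELG1-luciferase reporter cells receive test compound and are incubated 16 hr at 37 °C, 5% CO2; ONE-Glo added, 30 min room temperature, then luminescence read.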
TRPV1 ag = human TRPV1 agonism; AID 540275; 320,000 tested, 0.19% active; TRPV1-expressing cells, Fluo-8 calcium influx, agonist mode; Q8NER1; activation, % at 8.33 µM; in the data active = activation above about 80%; inconclusive = between about 30% and that limit; note: 0% is about no effect
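Fluo-8 calcium influx in TRPV1-expressing cells, kinetic read (ex 480/em 520 nm). Compound added and read 3 min for agonist activity, followed by capsaicin at EC20 final and 2 min further read for enhancement.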
NPC1 prom act = activates the NPC1 promoter. Huh7 NPC1 promoter luciferase reporter, 24 h. Potency, µM (highest dose often 9.22 µM), for inactives: top-dose activation, usual class: activators. 320,000 tested, 2.4% active. AID 485313;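 note: potency is the fitted concentration of half-maximal effect; % of control where 0% means no effect; nearly all actives have a fitted effect of over 60% in size; reporter is driven by a mutant NPC1 promoter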
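NPC1 promoter–luciferase Huh7 cells; 24 h compound; luminescence.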
BRCA1 expr act = BRCA1 expression activation. MCF7-BRCA1-FFLuc reporter, luminescence, 48 h; response scale: scaled: vehicle 0%, 10 µM genistein 100%. Potency, µM (doses to about 46.1 µM), for the others: at the highest dose activation, usual class: activators. 380,000 tested, 1.1% active. AID 624202; note: potency is the fitted concentration of half-maximal effect; nearly all actives have a fitted effect of over 80% in size; some results filed as inactive show a strong effect at the top dose
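MCF7-BRCA1-FFLuc cells, 2000/well in phenol-red-free MEM, attached 2 h then treated 48 h at 37 C. Luciferase luminescence read 15 min after reagent; normalized to genistein maximum activation (10microM) and DMSO, concentration-response fitted.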
RORgamma inh = inhibitors of mouse ROR gamma transcriptional activity. 310,000 tested, 5.4% active. P51450. Drosophila S2 Gal4-RORgamma UAS-luciferase reporter, 20 h. Potency, µM (series often up to 53.6 µM), for the others: top-dose activity change, negative = inhibition, hits mostly inhibitors. AID 2551; note: potency is the fitted concentration of half-maximal effect; % is set by controls: 0 for no effect and ±100 for the full control effect; nearly all actives have a fitted effect of over 60% in size
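Using a luciferase readout, inhibitors were identified by reduced reporter activity in Drosophila cells coexpressing a copper-inducible Gal4–ROR gamma fusion and UAS-driven Photinus luciferase, incubated 20 hr after 700 uM copper sulfate.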
* hit, by the source's call; ? = inconclusive; / = no result given; [ ] = remark or other dose. Unless noted, calls come from the whole dose curve; as a rule, active = well fitted curve in the direction sought with a large enough effect; inconclusive = small, poorly fitted or top-dose-only effect, or another doubt; inactive = no such curve, though single readings can be large; an effect the other way counts as inactive or inconclusive.

SMILES	Rab9 prom act	Tb PFK inh	Gal4-VP16 FLuc	FLuc modulator	p53 reactivation	ELG1 repair inh	ELG1 genotox	TRPV1 ag	NPC1 prom act	BRCA1 expr act	RORgamma inh
NC(=O)Nn1c(CCC(=O)O)ccc1-c1ccc(F)cc1	-6%	-1%	-2%	4%	1%	1%	-1%	/	-4%	-13%	27%
C[C@H](CO)N1C[C@H](C)[C@@H](CN(C)S(=O)(=O)c2ccccc2)Oc2ccc(NC(=O)Cc3ccccc3)cc2C1=O	/	-1%	/	/	-2%	?	-1%	/	/	-1%	/
O=C1NCCN/C1=C\C(=O)c1ccccc1	?	3%	-12%	-18%	8%	?	?	-4	15%	88%	1%
CC(NC(=O)CN1C(=O)NC2(CCCC2)C1=O)c1ccc2ccccc2c1 (configuration not stated)	1%	1%	/	/	-2%	0%	3%	-2	-8%	3%	/
COc1ccc(N2CCN(S(=O)(=O)c3ccc(C(=O)NC4CCCC4)cc3)CC2)cc1	-9%	0%	-15%	-3%	-5%	1%	11%	2	0%	1%	-8%
O=C(Nc1cccc(Cl)c1N1CCCC1)c1ccc(Br)o1	-3%	-3%	1%	-7%	17%	-1%	1%	0	-1%	-5%	?
CC[C@@H](C)[C@@H](C(=O)N1CCNCC1)n1cc(CCC(=O)O)nn1	0%	-1%	-6%	0%	2%	18%	0%	1	-5%	-9%	-12%
O=C(O)C1C2CCC(C2)C1C(=O)Nc1nc2ccccc2s1 (configuration not stated)	0%	-1%	22%	0%	8%	?	16%	3	0%	-1%	38%
O=C(NCc1cccc2ccccc12)c1cccs1	-5%	-1%	/	?	6%	?	8%	?	24%	?	/
OCC[C@@H]1C[C@H](O)[C@@H](O)[C@@]2(OCc3ccccc32)O1	-2%	1%	-4%	-1%	/	-8%	7%	4	-3%	6%	4%
COc1ccc(/C=C2\SC(=NCc3ccccc3)N(Cc3ccccc3)C2=O)cc1OC	-4%	-8%	-5%	-1%	-3%	13µM*	3%	-3	-1%	-29%	28%
c1ccc(Cn2c(-c3cncs3)nc3ccccc32)cc1	16%	-4%	20%	?	22%	?	4%	?	?	?	-26%
O=C(NCC1CCCN(Cc2cccc(C(F)(F)F)c2)C1)c1ccc(F)cc1 (configuration not stated)	-5%	-23%	-3%	-1%	-1%	-12%	-5%	?	0%	-2%	0%
CCOc1ccc(C(=O)CSc2nnc(N)s2)cc1	3.2µM*	-8%	?	13µM*	12%	?	?	23	2.5µM*	?	-1%
Cc1ccc(OCCCC(=O)Nc2ccc(S(=O)(=O)Nc3cc(C)on3)cc2)cc1	-3%	0%	0%	-13%	-6%	1%	-1%	-5	-2%	-12%	17%
Cc1ccc(NC(=S)c2nc3ccccc3s2)cc1	2.8µM*	1%	2µM*	0.95µM*	7%	?	10%	?	1.3µM*	14%	1µM*
C/C(=N\NS(=O)(=O)c1ccc([N+](=O)[O-])cc1)c1c[nH]c2ccccc12	7%	-2%	-3%	-1%	1%	16%	3%	-3	1%	-4%	-24%
CCOc1cc2[nH]c(=S)n(C(C)C)c(=O)c2cc1OCC	1%	0%	7.1µM*	1%	-4%	?	-11%	-5	0%	-1%	2µM*
CCC1=NC(c2ccc(OC)cc2)N(O)C1(C)C (configuration not stated)	-2%	0%	1%	-1%	-2%	3%	-2%	-1	-1%	-19%	-17%
COc1cccc(CN2CC(O)=C(c3nc(-c4ccc(Cl)cc4)cs3)C2=N)c1	/	/	?	0%	/	/	/	13	/	-28%	-36%
O=C(CN1CCN(S(=O)(=O)c2ccc(Br)cc2)CC1)Nc1ccc2c(c1)OCCO2	-2%	-11%	24%	2%	-3%	?	-4%	1	-1%	-28%	25%
CCOc1ccccc1/C=C/c1cc(C(=O)O)c2ccccc2n1	14%	8%	1%	13µM*	9%	?	10%	-5	22%	67%	-2%
COc1ccc(OC)c(NC2=NC3(CCCC3)N=C(N)N2)c1	-2%	0%	-7%	3%	5%	-1%	3%	2	-6%	-82%[inhibitor]	11%
CC(=O)N1c2ccc(S(=O)(=O)N3CCCCC3)cc2CC1C (configuration not stated)	-3%	-11%	6%	3%	-1%	14%	4%	4	-3%	0%	19%
CCOC(=O)c1c(-c2ccccc2)csc1NC(=O)/C(C#N)=C/c1ccc(OC)c(OC)c1	2%	1%	-5%	-2%	0%	3%	-1%	0	-2%	-5%	-3%

Part of the list above, set out differently.
Order of values: Rab9 prom act	Tb PFK inh	Gal4-VP16 FLuc	FLuc modulator	p53 reactivation	ELG1 repair inh	ELG1 genotox	TRPV1 ag	NPC1 prom act	BRCA1 expr act	RORgamma inh
Cc1ccc(NC(=S)c2nc3ccccc3s2)cc1
→ 2.8µM*	1%	2µM*	0.95µM*	7%	?	10%	?	1.3µM*	14%	1µM*
C/C(=N\NS(=O)(=O)c1ccc([N+](=O)[O-])cc1)c1c[nH]c2ccccc12
→ 7%	-2%	-3%	-1%	1%	16%	3%	-3	1%	-4%	-24%
CCOc1cc2[nH]c(=S)n(C(C)C)c(=O)c2cc1OCC
→ 1%	0%	7.1µM*	1%	-4%	?	-11%	-5	0%	-1%	2µM*
CCC1=NC(c2ccc(OC)cc2)N(O)C1(C)C (configuration not stated)
→ -2%	0%	1%	-1%	-2%	3%	-2%	-1	-1%	-19%	-17%
COc1cccc(CN2CC(O)=C(c3nc(-c4ccc(Cl)cc4)cs3)C2=N)c1
→ /	/	?	0%	/	/	/	13	/	-28%	-36%
O=C(CN1CCN(S(=O)(=O)c2ccc(Br)cc2)CC1)Nc1ccc2c(c1)OCCO2
→ -2%	-11%	24%	2%	-3%	?	-4%	1	-1%	-28%	25%
CCOc1ccccc1/C=C/c1cc(C(=O)O)c2ccccc2n1
→ 14%	8%	1%	13µM*	9%	?	10%	-5	22%	67%	-2%
COc1ccc(OC)c(NC2=NC3(CCCC3)N=C(N)N2)c1
→ -2%	0%	-7%	3%	5%	-1%	3%	2	-6%	-82%[inhibitor]	11%
CC(=O)N1c2ccc(S(=O)(=O)N3CCCCC3)cc2CC1C (configuration not stated)
→ -3%	-11%	6%	3%	-1%	14%	4%	4	-3%	0%	19%
CCOC(=O)c1c(-c2ccccc2)csc1NC(=O)/C(C#N)=C/c1ccc(OC)c(OC)c1
→ 2%	1%	-5%	-2%	0%	3%	-1%	0	-2%	-5%	-3%

Not a retest: an excerpt of the list.
SMILES	Rab9 prom act	Tb PFK inh	Gal4-VP16 FLuc	FLuc modulator	p53 reactivation	ELG1 repair inh	ELG1 genotox	TRPV1 ag	NPC1 prom act	BRCA1 expr act	RORgamma inh
NC(=O)Nn1c(CCC(=O)O)ccc1-c1ccc(F)cc1	-6%	-1%	-2%	4%	1%	1%	-1%	/	-4%	-13%	27%
C[C@H](CO)N1C[C@H](C)[C@@H](CN(C)S(=O)(=O)c2ccccc2)Oc2ccc(NC(=O)Cc3ccccc3)cc2C1=O	/	-1%	/	/	-2%	?	-1%	/	/	-1%	/

(further entries)
SMILES	Rab9 prom act	Tb PFK inh	Gal4-VP16 FLuc	FLuc modulator	p53 reactivation	ELG1 repair inh	ELG1 genotox	TRPV1 ag	NPC1 prom act	BRCA1 expr act	RORgamma inh
c1ccc(CN2CCN(CCOCCOc3ccc4c(c3)CCC4)CC2)cc1	19%	0%	-3%	1%	4%	-1%	-3%	-1	-3%	-19%	1%
O=C(c1cccc(F)c1)N1CCC(O)(c2cccnc2)CC1	-1%	1%	-3%	-2%	8%	-13%	3%	2	3%	18%	14%
CCCCCCCC(=O)N/N=C(\C)c1ccc(O)cc1O	-6%	-4%	11µM*	-17%	0%	?	0%	5	-3%	-60%	7.1µM*
CCCCc1nc2cc(C(=O)N(C)CCc3cn[nH]c3)ccc2o1	27%	1%	-29%	?	?	?	11%	0	26%	50%	?
CC(=O)Oc1ccc(-c2ccc(C(=O)O)cc2)cc1	-7%	-2%	-4%	?	-6%	17%	5%	-1	-3%	19%	10%
CCN(CC(=O)NCc1ccc(F)cc1)c1ccc(S(C)(=O)=O)cc1[N+](=O)[O-]	0%	3%	-7%	-1%	6%	14%	1%	2	-4%	-2%	2%
Cc1ccc(NC(=O)CN(C)CC(=O)NC2CCCc3ccccc32)cc1 (configuration not stated)	0%	4%	1%	0%	-4%	-3%	-2%	6	-3%	-4%	-1%
CC(C)(C)c1cc(CCC(=O)NCCc2ccccn2)cc(C(C)(C)C)c1O	0%	2%	2%	-14%	3%	?	-11%	-3	-4%	1%	22%
O=c1nc(/C=C/c2ccc(-c3ccc(F)cc3)o2)cc(C(F)(F)F)[nH]1	-14%	7%	7%	?	-3%	-4%	1%	8	-8%	/	29%
CCn1cc(Br)c(C(=O)Nc2cccc(SC)c2)n1	?	1%	16%	24µM*	19%	?	?	16	25%	25%	?
COCCN(C(=S)Nc1cccc(Cl)c1C)C(C)c1ccco1 (configuration not stated)	-1%	0%	?	-3%	4%	-6%	-3%	3	-7%	-14%	7.9µM*
